From PubChem BioAssay
FN deposit inh = fibronectin deposition inhibition; 0.086% of 350,000 active; AH1F fibroblasts, Alexa488-fibronectin deposition fluorescence, overnight; inhibition, % at 12.6 µM; AID 743247;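 active means mean inhibition across replicates of 30% or more, regardless of how many single replicates reach that level; inconclusive means mean under 30% yet at least half of replicates reach 30%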;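 further: positive control wells lacked labelled fibronectin entirely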
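Assay system: AH1F fibroblasts assembling fluorescent fibronectin matrix; Amount: 10000 AH1F cells per well; Buffer or medium: DMEM, 2% serum; Probe or stimulus: Alexa488-fibronectin, 24 nM final in well; Doses: single compound dose, delivered by pin transfer; Incubation: 1 h adhesion, overnight exposure; Measured by: fluorescence 485/525 nm; Read-out: fibronectin deposition inhibition.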
EWS-Fli block = blocks EWS/Fli oncoprotein-driven transcription | 0.67% of 350,000 active | AID 651661 | A673 NR0B1-luciferase reporter, viability-normalised | inhibition, % at 12.6 µM;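 active means mean inhibition of at least 50% after viability correction, with every replicate also passing that limit; inconclusive means mean reaches 50% but only one of two replicates passes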;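 further: firefly luciferase signal divided by Alamar Blue viability fluorescence both relative to DMSO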
S100A4 inh HTS = blocks human S100A4 binding to myosin IIA peptide. 0.14% of 360,000 active. inhibition, % at 10.7 µM. AID 652163. P26447. S100A4/TAMRA-MyoIIA peptide fluorescence polarization;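 active means mean inhibition of at least 70% across replicates, with every replicate also reaching that level; inconclusive means mean inhibition reaches 70% but some replicates fall short; inactive means mean inhibition below 70%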
Target sequence (P26447 whole entry, looked up): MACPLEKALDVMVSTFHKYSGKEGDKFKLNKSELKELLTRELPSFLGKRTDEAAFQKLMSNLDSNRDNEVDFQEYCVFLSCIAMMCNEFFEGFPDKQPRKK
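Assay system: human S100A4 monomer with TAMRA-labelled myosin IIA peptide / Buffer or medium: Calcium-containing HEPES buffer, pH 7.2 / Reagent: TAMRA-labelled myosin IIA heavy-chain peptide probe, 5 nM / Compound: one dose per compound / Timing: polarization read 5 min after assay mix addition, stable 5–60 min / Benchmarks: neutral control DMSO, positive control TFP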
PAX8 inh HTS = lowers PAX8-driven luciferase in RMG-I cells; RMG-I TPO-luciferase reporter, SteadyGlo, 24 h; inhibition, % at 12.6 µM; 1.2% of 360,000 active; AID 652154;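 active means mean replicate inhibition at least 60% with every replicate also reaching 60%; inconclusive means only one of the two criteria is met; inactive means mean below 60% and not all replicates reaching 60%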;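 further: luciferase light reporting Pax8 driven TPO promoter activity; plate controls were median of neutral control wells for no effect and mitoxantrone controls for full effect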
ERAP1 inh = inhibitors of human ERAP1 aminopeptidase | AID 652197 | 0.15% of 340,000 active | inhibition, % at 10.7 µM | recombinant ERAP1, Leu-AMC fluorescence, 60 min | Q9NZ08;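 active means mean replicate inhibition of at least 30%, or all replicates individually reaching that 30% level; inactive means mean below 30% and not every replicate reaching it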;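 further: 0% = neutral control wells and 100% = L-leucinethiol positive control wells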
Target sequence (Q9NZ08 whole entry, looked up): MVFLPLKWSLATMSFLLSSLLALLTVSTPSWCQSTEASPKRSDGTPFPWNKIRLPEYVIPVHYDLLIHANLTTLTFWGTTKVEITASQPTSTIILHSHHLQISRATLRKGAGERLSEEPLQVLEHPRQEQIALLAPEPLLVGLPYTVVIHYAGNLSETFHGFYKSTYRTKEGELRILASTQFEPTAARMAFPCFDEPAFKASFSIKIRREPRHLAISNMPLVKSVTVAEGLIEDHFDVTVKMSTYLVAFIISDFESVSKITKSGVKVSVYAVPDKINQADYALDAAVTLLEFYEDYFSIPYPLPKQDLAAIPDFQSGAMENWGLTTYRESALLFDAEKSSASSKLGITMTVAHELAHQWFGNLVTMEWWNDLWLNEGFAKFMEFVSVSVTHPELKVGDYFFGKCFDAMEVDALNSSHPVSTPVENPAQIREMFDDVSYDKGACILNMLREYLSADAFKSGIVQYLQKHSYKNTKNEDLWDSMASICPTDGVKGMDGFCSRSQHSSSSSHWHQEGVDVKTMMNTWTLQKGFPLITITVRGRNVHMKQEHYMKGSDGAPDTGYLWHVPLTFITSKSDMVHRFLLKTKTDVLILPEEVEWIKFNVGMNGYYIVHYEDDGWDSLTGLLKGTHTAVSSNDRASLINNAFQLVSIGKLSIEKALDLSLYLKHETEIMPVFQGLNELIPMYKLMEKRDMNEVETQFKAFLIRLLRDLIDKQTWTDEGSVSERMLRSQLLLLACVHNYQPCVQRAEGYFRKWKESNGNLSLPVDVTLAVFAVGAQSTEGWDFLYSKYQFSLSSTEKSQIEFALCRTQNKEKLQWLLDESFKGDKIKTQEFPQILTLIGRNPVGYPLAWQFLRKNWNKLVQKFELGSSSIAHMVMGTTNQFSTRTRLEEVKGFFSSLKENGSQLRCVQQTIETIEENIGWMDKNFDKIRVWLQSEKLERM
LGR2 inh = blocks bursicon-induced cAMP signaling via Drosophila LGR2 | HEK293 LGR2, CRE-luciferase, bursicon-stimulated, 4 h | inhibition, % at 9.99 µM | 0.35% of 380,000 active | AID 720647;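 active means drop in luminescence signal, shown as inhibition above about 50% in the replicate tests, limit read from the data, passing the limit was not always enough; inconclusive means probably only some replicates passing the limit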;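 further: agonist challenge used bursicon conditioned medium at about half maximal strength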
PglD DTNB = blocks C. jejuni PglD acetyltransferase activity. purified PglD enzyme, DTNB colorimetric CoA detection. inhibition, % at 12.5 µM. 0.098% of 360,000 active. AID 602405; in the data active means inhibition above about 16%, passing the limit was not always enough; inconclusive means no clear call, values can overlap the other calls; further: strong numbers were not always called active
PGC1a acetyl inh = modulators of PGC1a acetylation; U2OS PGC1a acetylation, AlphaScreen anti-acetyl-lysine; with virally co-expressed GCN5 acetyltransferase; inhibition, % at 15.6 µM; 0.17% of 350,000 active;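 active means every replicate shows inhibition of at least 40%; inconclusive means mean inhibition at least 40% but some replicate below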;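 further: 0% = neutral control wells and 100% = positive control wells; some results beyond the cut were filed as inactive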
The depositor's hits bear a star; ? = inconclusive; . = not tested or not shown; & = joins results of further samples.

Each structure is followed by: FN deposit inh, EWS-Fli block, S100A4 inh HTS, PAX8 inh HTS, ERAP1 inh, LGR2 inh, PglD DTNB, PGC1a acetyl inh
- C[C@H]1CN([C@@H](C)CO)C(=O)Cc2cc(NC(=O)Nc3ccc(F)cc3)ccc2O[C@@H]1CN(C)Cc1ccc(C(=O)O)cc1
 : ., 1.7, -12.0, -15.4, 8.6, 5.4, 2.8, -4.4
- COCc1ccc(-c2c(-c3ccsc3)oc(=O)c3cc(OC)c(OC)cc23)cc1
 : -3.3, -57.1, -3.1, -13.3, -0.4, -29.2, 2.2, .
- CCOc1ccc(C(=O)c2ccccc2C(=O)O)cc1OCC
 : ., -5.4, 1.3, -8.2, -1.0, 22.9, 6.2, -7.4
- Cc1noc(C)c1NC(=O)Nc1cccc2c1O[C@H](CN(C)Cc1ccc(-c3ccccc3)cc1)[C@@H](C)CN([C@@H](C)CO)C2=O
 : ., 2.0, -5.2, 16.3, -0.6, 0.0, -1.3, -9.0
- S=C(NCc1ccco1)N1CCN(C/C=C/c2ccccc2)CC1
 : 7.1, 1.0, -6.6, -24.2, 3.9, -4.1, ., .
- COc1ccccc1NC(=O)N[C@H]1C=C[C@H](CC(=O)N[C@@H](C)c2ccccc2)O[C@@H]1CO
 : 5.7, -7.4, -19.3, -0.5, -0.4, -16.7, 2.3, 12.2
- Oc1ccc(NC(=S)Nc2ccccc2)cc1
 : -13.0&1.0, 1.7&5.6, -4.3&-1.0, -0.4&4.2, 0.8&5.0, -8.2&10.0, -5.3, .
- N#Cc1ccc(OCC(=O)OCC(=O)c2ccc[nH]2)cc1
 : 7.9, -3.1, 4.0, -8.6, 0.0, -4.6, 3.5, .
- S=c1nc(-c2ccccc2Cl)n(Cc2cccnc2)c2c1CCCC2
 : -2.5, -0.3, -9.1, 16.5, 0.9, -15.4, ., 4.9
- CCCC(=O)Nc1ccc2c(c1)C(=O)N(C)C[C@@H](OC)[C@H](C)CN(C(=O)c1ccncc1)[C@@H](C)CO2
 : 0.3, -2.3, 13.8, -2.6, -4.4, -0.6, 1.7, 1.5

Compounds listed so far containing an aryl methoxy group (2):
Each structure is followed by: FN deposit inh, EWS-Fli block, S100A4 inh HTS, PAX8 inh HTS, ERAP1 inh, LGR2 inh, PglD DTNB, PGC1a acetyl inh
- COCc1ccc(-c2c(-c3ccsc3)oc(=O)c3cc(OC)c(OC)cc23)cc1
 : -3.3, -57.1, -3.1, -13.3, -0.4, -29.2, 2.2, .
- COc1ccccc1NC(=O)N[C@H]1C=C[C@H](CC(=O)N[C@@H](C)c2ccccc2)O[C@@H]1CO
 : 5.7, -7.4, -19.3, -0.5, -0.4, -16.7, 2.3, 12.2

Next compounds follow:
Each structure is followed by: FN deposit inh, EWS-Fli block, S100A4 inh HTS, PAX8 inh HTS, ERAP1 inh, LGR2 inh, PglD DTNB, PGC1a acetyl inh
- CCOc1ccc(-n2ccnc2SCC(=O)N2CCCc3ccccc32)cc1
 : -2.1, 5.2, -5.2, -23.0, 4.6, ., ., .
- COC(=O)CCCC(=O)NC(C)c1cnn(-c2ccccc2C)c1C (centres undefined)
 : 9.8, -0.2, -1.0, -1.1, -1.8, 5.9, -5.5, -8.7
- COc1ccc(N2CCCC2=N)c(OC)c1
 : -10.2, 4.5, -0.9, -3.5, -5.9, -0.9, ., .
- Cc1cccc(C(=O)Oc2cccc3c(O)cccc23)c1
 : 0.7, 0.8, 0.7, 28.7, 1.0, ., 5.6, 6.4
- Nc1nc2c(ncn2COCCO)c(=O)[nH]1
 : 5.5, 0.1, -2.3, 3.2, 0.5, ., -5.9, -5.4
- C[C@@H]1CCCCO[C@H](CN(C)Cc2ccc3c(c2)OCO3)[C@H](C)CN([C@@H](C)CO)C(=O)c2cc(NC(=O)c3ccncc3)ccc2O1
 : 5.0, -2.0, 69.8, -62.3, -1.6, -8.9, 2.8, -2.6
- CCCOc1nc2c(c(=O)n(C)c(=O)n2C)n1C
 : 5.8, 1.4, 2.1, -6.2, -2.2, 9.1, -1.5, .
- COCCNS(=O)(=O)c1ccc(-c2ccc(Cl)cc2)cc1
 : 0.4, 1.3, -3.1, 4.8, 2.0, -1.8, ., .
- CCN1CCN(C(=O)c2c(-c3c(F)cccc3Cl)noc2C)CC1
 : -1.7, ., ., 18.2, ., ., 1.4, -71.2
- Cc1cccn2cc(CCNS(=O)(=O)c3ccc([N+](=O)[O-])cc3)nc12
 : 2.7, 5.2, -3.3, 15.6, 1.4, 21.4, -4.9, 6.7
- CC1(C2CC2)NC(=O)N(CC(=O)N2CCN(c3cccc(C(F)(F)F)c3)CC2)C1=O (centres undefined)
 : -13.1, 8.0, -0.7, 14.1, 1.8, -16.3, -3.0, -1.1
- COCC#Cc1ccc([C@H]2[C@H](CO)N3C(=O)CN(C(=O)CN4CCOCC4)C[C@@H]23)cc1
 : 5.2, -13.0, -3.9, ., 0.3, 19.3, ., -25.7
- COc1ccc(N/C=C(\C=C\C#N)S(=O)(=O)c2ccccc2)cc1
 : 6.4, -2.4, 6.2, 15.0, -0.3, 8.1, -3.9, 13.2
- Cc1c(N)cccc1[N+](=O)[O-]
 : ., -0.4, -1.6, ., 1.2, -2.9, 0.7, -8.6
- CC1CC(c2ccccc2)=Nc2ccccc2N1 (centres undefined)
 : -0.3, -73.8, -2.2, -37.3, -1.7, -39.0, -0.1, -7.1
- CCCC#Cc1ccc([C@H]2[C@H]3CN(Cc4cncnc4)CCCCN3[C@H]2CO)cc1
 : ., -7.7, -13.3, -5.0, -2.4, -12.3, 3.4, -5.6
- Cc1nc2c(n1C1CCCCC1)C(=O)c1ccccc1C2=O
 : 5.5, ., ., 23.7, ., ., 3.1, 2.4
- Brc1c(CSc2nc3ccccc3o2)nc2ncccn12
 : 1.3, ., ., -194.6, ., ., 2.6, 1.1
- Cc1ccc(C(=O)N(Cc2nc3ccccc3c(=O)[nH]2)C2CCCC2)cc1
 : -3.9, -41.7, -5.1, 11.6, -2.5, 23.8, ., -4.0
- C[C@H]1CN(C(=O)OC(C)(C)C)CCN1c1ccc(N2CCS(=O)(=O)CC2)c(C#N)c1
 : -3.5, 3.7, 43.9, 1.5, 1.7, 1.7, ., .
- COc1ccc(-n2c(SC3CCOC3=O)nc3ccccc3c2=O)cc1Cl (centres undefined)
 : -23.4, 2.6, -4.8, 10.7, 7.0, -10.6, 13.2, -2.0
- CN(Cc1ccccc1)C(=O)c1nc[nH]c1C(=O)N1CCN(c2ccccc2)CC1
 : -16.9, -4.1, -3.2, 14.7, 2.2, 29.2, 0.1, .
- CN1C=CC=C/C1=C1\SC(=S)N(N)C1=O
 : ., -6.0, -2.1, 2.4, 0.6, -12.6, ., 5.4
- Cc1ccc(S(=O)(=O)N2[C@@H](c3ccc(Cl)cc3)C(C(=O)O)=CC[C@H]2c2cccs2)cc1
 : 3.5, -4.1, -8.5, 19.5, 0.7, -8.7, -1.7, .
- COc1ccc(C(=O)OCC(=O)c2ccc3c(c2)NC(=O)CO3)cc1S(=O)(=O)N1CCOCC1
 : 1.1, 0.2, 2.6, -1.1, -2.3, 9.3, -5.7, 30.1
- CC(OC(=O)COc1ccccc1)C(=O)NC1CCCC1 (centres undefined)
 : -1.4, 9.1, 1.0, -8.7, -1.5, 13.3, 4.3, 8.6
- C[C@@H]1CN([C@@H](C)CO)C(=O)Cc2cc(NC(=O)NC3CCCCC3)ccc2O[C@H]1CN(C)Cc1ccc(Oc2ccccc2)cc1
 : 0.1, 11.7, -2.4, 71.1*, 2.5, 45.6, -1.5, -1.3
- CSc1ccc(S(=O)(=O)N2CCC(C(=O)NCCCn3ccnc3)CC2)cc1
 : 0.6, ., -6.2, -11.5, -3.6, -2.1, 2.0, -23.8
- CC(NC(=O)c1ccccc1Br)c1nnc(SCc2ccc([N+](=O)[O-])cc2)n1C (centres undefined)
 : ., 4.7, 0.2, ., 2.8, -2.3, ., .
- C[C@H](CO)N1C[C@H](C)[C@H](CN(C)S(=O)(=O)c2ccc(F)cc2)Oc2ccc(NC(=O)C3CC3)cc2CC1=O
 : ., 15.6, -40.5, ., -2.5, -9.6, 17.1, 5.8
- O=C(O)CCCN1C(=O)c2cccc3cccc(c23)C1=O
 : 0.9, 12.1, -6.5, -7.1, -2.0, -0.8, 6.9, .
- O=C(Nc1ccc(C(=O)N2CCCC2)cc1)C1CC1
 : -2.3, 6.2, -4.3, -7.0, ., -2.9, 1.6, 5.0
- Cc1ccc(NC(=O)N2CCC(c3ccccc3)C2)cc1C (centres undefined)
 : 14.6, -94.5, 0.4, -155.5, -5.4, -35.6, 1.2, 9.8
- CCOC(=O)c1ccc(NC(=O)OC[C@@H]2CSCCS(=O)(=O)N2)cc1
 : 7.5, 0.1, -21.0, -14.3, -3.6, -2.4, ., .
- Cc1nn2c(-c3ccncc3)ccnc2c1Br
 : 2.1, -1.8, -2.2, -8.4, 3.8, -12.0, ., -0.1
- CC(C)(C)S(=O)(=O)N1Cc2ccc(CO)cc2[C@H]1CCO
 : -4.2, 4.6, -3.5, 1.8, -3.4, -2.5, 1.9, 13.9
- COCCN(Cc1ccccc1)C(=O)C1CCN(S(=O)(=O)c2ccc(OC)c(OC)c2)CC1
 : 0.2, 6.3, -0.6, -0.6, 5.3, 12.3, -0.6, .
- Cc1cc(S(=O)(=O)NCc2ccccn2)c(Cl)cc1Cl
 : 1.7, -7.4, 5.0, -13.7, 3.3, 11.6, 1.6, 2.5
- Cc1nnc(SCC(=O)NC2CCCc3c2cnn3-c2ccccc2F)o1 (centres undefined)
 : 4.0, 1.3, 2.8, -5.8, -5.0, 10.0, -2.0, -11.6
- O=S(=O)(NCC[C@H]1CC[C@@H](NS(=O)(=O)c2ccccc2Cl)[C@@H](CO)O1)c1ccc(Cl)cc1
 : ., 4.4, -10.1, 8.4, 0.5, 3.4, -2.7, -4.0
- COc1cc(/C=N/NC(=O)C2C3CCCCC32C)cc(Br)c1O (centres undefined)
 : ., ., ., 12.8, ., -5.3, 5.8, 0.7
- CCSc1nnc2c(n1)OC1(CCCC1)Nc1ccccc1-2
 : -1.3, -18.8, 5.0, 15.6, ., -92.0, 2.8, -4.4
- O=C(O)c1cccc(N(CCO)CCO)c1
 : 9.9, -3.1, 1.6, 5.7, 2.1, ?, ., -1.7
- COc1ccc(CNCC(O)(c2ccccc2)c2ccc(F)cc2)cc1 (centres undefined)
 : -1.5, 4.1, -3.2, -3.8, 3.6, -7.0, -1.5, 9.3
- CC(C)Cn1c(N)c(C(=O)CSc2nccn2C)c(=O)n(C)c1=O
 : 14.6, -27.3, 3.8, 5.2, -1.1, 14.1, 2.5, .
- O=S(=O)(c1ccccc1)N1N=C(c2cccs2)CC1c1cccc(O)c1 (centres undefined)
 : 0.8, ., -1.9, -11.3, -3.7, -3.4, -5.5, -3.7
- CCc1cc2c(C)ccc(C)c2nc1SCC(=O)Nc1c[nH]c(=O)[nH]c1=O
 : -1.0, 38.5, 1.0, -7.4, 0.6, 48.8, ., 11.6
- O=C(/C=C/c1ccc(Cl)cc1)NCc1ccncc1
 : 13.9, ., ., -2.1, ., 11.5, -4.7, 11.8
- Cc1cc(C)n(-c2ccc(C(=O)Nc3ccc(S(=O)(=O)N(C)C)cc3)cc2)n1
 : -3.4, 13.0, -7.4, 8.7, -0.8, 4.3, ., .
- COc1ccccc1N1C(=O)CC(Sc2ccccc2N)C1=O (centres undefined)
 : 0.7, -5.0, 0.5, 7.4, 0.4, 3.6, ., .
